Screening results as filed in PubChem BioAssay.
AGP1-GFP MLPCN: modulators of AGP1-GFP expression in yeast TOR pathway, primary screen, cell-based, multiplex flow cytometry, S. cerevisiae, MLPCN library. 320,000 tested, 0.02% active. 3 h; GFP as percent of DMSO wells. GFP response vs DMSO, % at 10 µM. AID 2066, 2009;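 active = GFP response relative to DMSO above a set limit, near screen average plus 3 SD, cut at about 150% in these data; inconclusive = fewer than 70 cells counted for the yeast strain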;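 also: median GFP channel fluorescence of the gated AGP1 strain per well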
VLA-4 inh: inhibition in human VLA-4 binding assay, primary screen, VLA-4 allosteric modulator project, MLPCN library, flow cytometry, VLA-4 expressing cells | inhibition, % (about 7 µM as worked out from the volumes in the protocol) | 330,000 tested, 0.2% active | ligand binding flow cytometry | AID 2557, 2010 | Integrin alpha-4 (Homo sapiens), P13612; in the data active = inhibition above about 50%
LAP4 TOR yeast: modulators of LAP4-GFP expression in yeast, primary screen, S. cerevisiae, multiplex flow cytometry, MLPCN library; 320,000 tested, 0.34% active; 3 h; median GFP as percent of DMSO wells; GFP response vs DMSO, % at 10 µM;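 active = GFP response vs DMSO above a set limit, about the screen mean plus 3 SD, cut at about 150% in these data; inconclusive = under 70 cell events counted for the yeast strain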
MEP2 TOR yeast: modulators of MEP2-GFP levels in yeast, primary screen, S. cerevisiae, multiplex flow cytometry, MLPCN library; 330,000 tested, 0.51% active; AID 2016, 2009; GFP response vs DMSO, % at 10 µM; S. cerevisiae MEP2-GFP strain, 3 h; 100% = DMSO control level;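 active = GFP response versus DMSO above a set limit, roughly screen mean plus 3 SD, cut at about 180% in these data; inconclusive = fewer than 70 cells counted for a yeast strain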;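 also: median GFP fluorescence of the barcode-gated MEP2-GFP cells per well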
CR mimetic SO: reduction of superoxide in aged yeast, primary screen, HTS. S. cerevisiae aged cells, superoxide DHE fluorescence; stronger effect = lower value. superoxide response (% of plate mean), % at 10 µM. 330,000 tested, 0.18% active;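 active = superoxide response under a set limit, about three screen SD below normal, cut at about 65% in these data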;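 also: yeast aged for seven days with compound at 30 °C before DHE staining; 100% = average MFI of all compound-treated wells on the plate with controls excluded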
CIT2 TOR yeast: modulators of CIT2-GFP expression in yeast, primary screen, S. cerevisiae, GFP fusion, multiplex flow cytometry, MLPCN library | GFP response vs DMSO, % at 10 µM | 320,000 tested, 0.065% active | AID 2029, 2009 | S. cerevisiae CIT2-GFP strain, 3 h; 100 means same as DMSO wells;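 active = GFP response relative to DMSO above a set limit, near the screen mean plus 3 SD, cut at about 150% in these data; inconclusive = Fewer than 70 cells measured for a yeast strain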;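 also: ratio of well median GFP fluorescence to mean of DMSO wells on the plate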
RPL19A TOR yeast: RPL19A-GFP expression modulators in yeast, primary screen, cell-based, S. cerevisiae, multiplex flow cytometry, MLPCN; S. cerevisiae RPL19A-GFP strain, 3 h; stronger effect = lower value; percent response vs DMSO, % at 10 µM; 330,000 tested, 0.3% active; AID 2025, 2009;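 active = percent response vs DMSO below 50%; inconclusive = fewer than 70 events counted for the yeast strain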;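 also: median channel GFP fluorescence of the barcoded RPL19A-GFP strain; ratio of sample median GFP to plate DMSO average so 100% = DMSO; lower means less RPL19A-GFP as with rapamycin TOR inhibition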
GRK2 inh: compounds blocking aptamer binding on GRK2 – biochemical, human GRK2, bead flow cytometry, HTS, primary screen; Beta-adrenergic receptor kinase 1 (Homo sapiens), P25098; FAM-aptamer displacement from GRK2; inhibition of aptamer binding, % at 10 µM; 330,000 tested, 0.59% active;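 active = inhibition of aptamer binding above 40%, roughly 3 SD of noise, on plates passing a quality check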;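 also: median bead fluorescence of bound FAM aptamer so fluorescent compounds give negative values; no value below 0 was filed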
Target sequence (P25098 whole entry, looked up): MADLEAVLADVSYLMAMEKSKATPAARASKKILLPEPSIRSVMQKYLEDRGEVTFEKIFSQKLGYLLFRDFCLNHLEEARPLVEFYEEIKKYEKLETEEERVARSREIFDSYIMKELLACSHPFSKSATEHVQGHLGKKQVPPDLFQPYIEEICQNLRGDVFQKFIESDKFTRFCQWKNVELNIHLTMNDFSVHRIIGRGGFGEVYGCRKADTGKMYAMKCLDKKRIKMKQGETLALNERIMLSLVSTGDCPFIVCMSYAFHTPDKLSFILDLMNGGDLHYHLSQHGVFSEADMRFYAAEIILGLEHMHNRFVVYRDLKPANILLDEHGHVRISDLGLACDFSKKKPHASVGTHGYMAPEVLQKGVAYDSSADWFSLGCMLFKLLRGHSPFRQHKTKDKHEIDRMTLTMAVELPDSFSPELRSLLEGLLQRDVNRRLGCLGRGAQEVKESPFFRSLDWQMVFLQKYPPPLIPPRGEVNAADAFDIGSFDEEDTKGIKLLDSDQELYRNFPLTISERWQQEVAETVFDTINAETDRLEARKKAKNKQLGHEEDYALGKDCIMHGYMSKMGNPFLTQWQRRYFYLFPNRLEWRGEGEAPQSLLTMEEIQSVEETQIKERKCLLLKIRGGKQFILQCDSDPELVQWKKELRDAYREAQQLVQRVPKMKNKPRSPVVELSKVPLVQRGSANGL
* hit, by the source's call; ? = inconclusive; [ ] = another dose, or the depositor's remark.

The opening three records, ahead of the listing:
SMILES	AGP1-GFP MLPCN	VLA-4 inh	LAP4 TOR yeast	MEP2 TOR yeast	CR mimetic SO	CIT2 TOR yeast	RPL19A TOR yeast	GRK2 inh
CCc1nnc(NC(=O)C2Cc3ccccc3CN2S(=O)(=O)CC)s1 (stereo not drawn)	95	-1	87	99	93	90	102	0
COCCOC(=O)C1=C(N)Oc2c(oc(CO)cc2=O)C1c1ccccc1F (stereo not drawn)	104	1	102	88	99	99	101	1
CC1(C)CC(=O)c2sc(NS(=O)(=O)c3ccc(Br)cc3)nc2C1	105	8	100	111	105	104	101	3

This part in full (from the top)
SMILES	AGP1-GFP MLPCN	VLA-4 inh	LAP4 TOR yeast	MEP2 TOR yeast	CR mimetic SO	CIT2 TOR yeast	RPL19A TOR yeast	GRK2 inh
CCc1nnc(NC(=O)C2Cc3ccccc3CN2S(=O)(=O)CC)s1 (stereo not drawn)	95	-1	87	99	93	90	102	0
COCCOC(=O)C1=C(N)Oc2c(oc(CO)cc2=O)C1c1ccccc1F (stereo not drawn)	104	1	102	88	99	99	101	1
CC1(C)CC(=O)c2sc(NS(=O)(=O)c3ccc(Br)cc3)nc2C1	105	8	100	111	105	104	101	3
COC(=O)C1=CN(C)C=C(C(=O)OC)C1c1ccc(Cl)cc1Cl	103	13	95	102	106	100	97	0
COc1ccc(-c2cc(C(=O)NCc3ccco3)no2)cc1OC	94	7	101	99	97	95	96	3
CC(=O)c1cccc(NC(=O)c2ccc3c(=O)n4c(nc3c2)CCCCC4)c1	94	3	95	97	108	90	94	0
CCC(C(=O)NC1CCCC1)N(C(=O)Cn1nnc(-c2ccc(C)o2)n1)C(C)(C)C (stereo not drawn)	106	2	105	100	78	105	95	0
CCOC(=O)c1[nH]c(C)c(C(=O)N2CCN(C(=O)c3ccco3)CC2)c1C	90	-3	92	94	94	92	90	2
CSc1cccc(NC(=O)c2cc(S(=O)(=O)N3CCc4ccccc43)cn2C)c1	102	13	101	99	118	104	102	3
CN(C)c1nn(C(=O)Nc2cccc(C(F)(F)F)c2)cc1-c1ccccc1	99	0	92	97	90	96	96	6
O=S(=O)(Cc1nnnn1-c1ccccc1)c1ccc(F)cc1	103	-11	103	104	102	106	101	0
O=C(O)CC(NC(=O)C(c1ccccc1)c1ccccc1)c1cccc([N+](=O)[O-])c1 (stereo not drawn)	106	0	101	102	111	100	97	2
CC(C)OCCCNC(=O)CN1CCN(Cc2ccc(Cl)cc2)C1=O	102	3	104	106	97	95	101	2
CC(O)c1nc2ccccc2n1C(C)c1ccccc1 (stereo not drawn)	104	8	101	112	100	107	106	0
COc1ccc(CNC(=O)C2=CC(c3ccc(OC)c(OC)c3)=NS(=O)(=O)N2C)cc1	98	-4	96	95	99	95	93	5
CCCN(CCO)Cc1cccc(Br)c1	102	3	96	98	101	102	95	1
Cc1ccc(OC(=O)N2CCOCC2)cc1	92	-1	99	95	86	95	97	2
Cc1ccc(C(c2c(C)nn(-c3ccccc3)c2N)c2c(C)nn(-c3ccccc3)c2N)cc1	99	-6	101	106	107	92	105	4
CN(C)c1ccc(S(=O)(=O)N2CCCCC2)cc1NC(=O)C1=COCCO1	96	-1	74	97	105	107	105	2
COC(=O)c1ccc2c(=O)n(CCCCCC(=O)NCCNC(C)=O)c(=O)[nH]c2c1	106	15	99	108	97	104	115	0
O=C(CSc1ccccc1[N+](=O)[O-])NC1CCS(=O)(=O)C1 (stereo not drawn)	102	17	100	102	92	106	102	5
O=C(N/N=C/C=C/c1ccco1)c1cccs1	97	6	106	94	102	93	95	7
CC(Sc1nc2c([nH]c3ccccc32)c(=O)n1C)c1ccccc1 (stereo not drawn)	94	31	99	94	95	96	95	0
Cn1c(C(=O)O)ccc1S(=O)(=O)N(Cc1ccccc1)Cc1ccccc1	100	-3	109	98	106	97	100	3
COc1ccc(NC(=S)NC(=O)Cc2ccccc2)cc1	87	3	85	90	95	91	92	1
CCCn1cc(CN2CCC(Cc3cccc(F)c3)(C(=O)OCC)CC2)c(C)n1	109	3	106	106	107	101	101	1
CCN(CC)S(=O)(=O)c1cc(C(=O)Oc2cccc(-c3cnc4ccccc4n3)c2)ccc1Br	104	5	114	106	97	103	94	2
CC(=O)N1CCN(C(=O)CCCNC(=O)c2ccc(Cl)cc2)CC1	106	-9	105	114	94	122	95	4
CC1(C)OCC(COC(=O)Nc2cccnc2)([N+](=O)[O-])CO1	108	15	108	106	88	109	104	0
Cc1ccc(S(=O)(=O)NC(C(=O)Oc2ccc3ccc(=O)oc3c2)c2ccccc2)cc1 (stereo not drawn)	96	15	100	98	87	95	98	0
CC(=O)NC(CC(=O)Nc1nc(C)cs1)c1ccccc1 (stereo not drawn)	98	4	115	105	94	102	93	0
Cc1nn(C)c(C)c1NC(=O)CCSc1nc(-c2ccco2)cc(C(F)(F)F)n1	106	-12	104	106	100	110	101	1
O=C(NNC(=O)c1ccc(S(=O)(=O)N2CCCCC2)cc1)c1ccc(F)cc1	105	-3	101	108	89	103	104	1
CC(C)NC(=O)N1c2ccccc2Sc2ccccc21	107	-3	107	107	98	95	99	20
CCO[C@H]1OC(C(=O)O)=C[C@@H](c2ccc(C(F)(F)F)cc2)[C@@H]1CCCO	102	37	95	102	92	100	98	1
O=[N+]([O-])c1ccc(C2=Nn3c(Cn4nnc5ccccc54)nnc3SC2)cc1	107	28	106	99	97	106	98	0
Cc1ccc(S(=O)(=O)NCc2ccccc2)cc1C(=O)N(C)Cc1ccc(F)cc1	98[may fluoresce green]	-9	96[may fluoresce green]	102[may fluoresce green]	117	118[may fluoresce green]	98[may fluoresce green]	0
COC(=O)c1ccc(C)c(NC(=O)CSc2sc3c(O)cc(=O)[nH]c3c2C#N)c1	108	-1	98	98	92	111	102	14
Cc1cc(C)cc(OCC(=O)Nc2cc(C)on2)c1	112	3	109	107	72	112	118	2
Cc1nc2ccc(NC(=O)c3cccs3)cc2s1	102	7	103	98	126	93	105	0
COc1ccc(/C=C/C(=O)NC(=S)NNC(=O)Cc2cccs2)cc1OC	92	3	78	103	123	89	97	0
O=C(COc1ccccc1F)NNC(=O)c1ccc2c(=O)n3c(nc2c1)CCC3	97	-7	92	94	103	95	91	2
COC(=O)c1ccn(CC(=O)NC2CCCCC2)n1	98	-1	86	110	124	102	103	2
COC(=O)Cn1c(CCC(=O)O)ccc1-c1ccccc1	100	-2	105	104	89	95	100	4
CC(C)C(=O)Nc1cccc(NC(=S)NC(=O)c2ccc3c(c2)OCO3)c1	94	0	77	92	104	103	101	2
CCOC(=O)N1CCN(CC(O)COCc2ccccc2)CC1 (stereo not drawn)	104	-2	103	99	101	106	99	0
Cc1ccc(C2C(C(=O)c3ccco3)=C(O)C(=O)N2c2ncccn2)cc1 (stereo not drawn)	108	21	116	97	102	96	95	0
Cc1ccc(/C=C2/C(=O)N(c3ccccc3)C(=S)N2C)o1	95	14	94	92	101	99	101	2
CN(C)C(=O)c1ccc(NC(=O)CN2CCc3cc4c(cc3C2)OCCCO4)cc1	97	-9	89	90	91	100	94	4
C=CC[C@H](CC(=O)NCCO)C(=O)NCCOC(=O)[C@@H](CC=C)CC(=O)OC(C)(C)C	110	17	108	102	97	102	106	2
O=c1cccccc1NCc1ccccc1	103	9	113	103	102	103	100	0
COc1ccccc1CC(=O)Nc1ccc(-c2noc(COc3ccc(Cl)c(C)c3)n2)cc1	101	16	93	99	97	95	100	0
N#CCOc1ccccc1/C=N/n1nnnc1N	99	13	90	102	103	101	97	3
O=C(NCc1ccccc1Cl)c1csc2c1CCCCC2	97	5	104	100	105	93	99	0
O=C(Nc1cccc2cccnc12)c1ccc(Cl)cc1Cl	91	10	82	97	106	115	96	0
CCCSc1nc(SCC(=O)NCc2ccccc2)c2c3c(sc2n1)COC(C)(CC)C3 (stereo not drawn)	106	11	102	109	95	101	102	1
CC(=O)Nc1ccc(S(=O)(=O)Nc2nccc(/C=C/c3ccccc3F)n2)cc1	97	-4	94	99	102	102	101	1
CC1=C(C(=O)Nc2ccccc2)C(c2ccco2)NC(=O)N1 (stereo not drawn)	103	0	99	102	106	95	99	0
COC(=O)c1c(NC(=S)Nc2cc(OC)c(Cl)cc2OC)sc2c1CCCCC2	107	6	104	113	105	112	105	9
CC(Oc1ccc(Cl)cc1Cl)C(=O)NNC(=O)c1ccncc1 (stereo not drawn)	110	9	119	99	100	94	88	1
(list continues)
SMILES	AGP1-GFP MLPCN	VLA-4 inh	LAP4 TOR yeast	MEP2 TOR yeast	CR mimetic SO	CIT2 TOR yeast	RPL19A TOR yeast	GRK2 inh
COc1ccc(-c2[nH]nc3c2C(c2ccncc2)C(C#N)=C(N)O3)cc1 (stereo not drawn)	96	0	102	104	108	91	96	0
CN1CCN(C(=O)CSc2nnc(COc3ccccc3)o2)CC1	?	-10	79[may fluoresce violet]	201*[may fluoresce violet]	93	?	53[may fluoresce violet]	0
CCCCOc1ccc(C(=O)Nc2ccc3c(c2)OCO3)cc1	93	1	105	93	94	100	92	1
CC12CCC(C(=O)NCCCN3CCOCC3)(C(Br)C1=O)C2(C)C (stereo not drawn)	108	-11	105	96	100	94	103	4
Cc1nnc(NCc2n[nH]c(=O)c3ccccc23)c2ccccc12	104	8	104	106	122	102	102	1
CC[C@@H]1CC=C[C@H]2[C@H]1C(=O)N(Cc1ccccc1)[C@H]2c1ccc(C(F)(F)F)cc1	78	2	123	95	93	69	97	1
O=C(Cn1nc(C(=O)O)c2ccccc2c1=O)Nc1cc(C(F)(F)F)ccc1-n1cncn1	94	9	97	95	100	99	97	3
CC[C@@]1(C(=O)OC)N[C@H](CN(C)C(=O)Nc2ccccc2)[C@@H]2C(=O)N(Cc3ccccc3)C(=O)[C@@H]21	104	23	106	101	84	95	104	1
COC(=O)c1c(NC(=O)CCc2ccc(C)o2)sc(C)c1C	111	12	103	110	95	106	103	0
O=C(CSc1nc2ccccc2c(=O)[nH]1)Nc1ccccc1O	100	8	108	108	87	106	99	4
O=c1nc(N2CCCCCC2)nc(N2CCCCCC2)[nH]1	100	-4	95	97	99	96	102	2
CC(C)OC(=O)c1c(NC(=O)c2ccco2)sc2c1CCCCC2	103	13	101	96	109	97	98	1
CCOc1ccc(C2NC(=O)c3n[nH]c(C)c32)cc1 (stereo not drawn)	100	37	100	103	86	100	99	0
COc1ccc(S(=O)(=O)Nc2ccccc2C(=O)NCc2ccco2)cc1Br	97	13	96	106	95	94	94	2
C/C(=N/NC(=O)c1ccc2nc[nH]c2c1)c1cccs1	97	21	98	108	98	100	103	0
COc1ccc(N=Cc2cccc(C)c2O)cc1Cl	103	14	96	105	101	112	104	0
CN(C)S(=O)(=O)n1cc(/C=C(\NC(=O)c2ccccc2Cl)C(=O)NCCCN2CCOCC2)c2ccccc21	106	-4	106	95	89	97	98	0
CCn1c(=O)c(C(=O)CN2CCCc3ccccc32)c(N)n(Cc2ccccc2)c1=O	103	-3	100	100	81	102	99	0
COc1ccc(NCCNc2ccc(OC)cc2)cc1	103	4	106	105	98	99	105	0
NS(=O)(=O)c1cccc(NS(=O)(=O)c2ccc(/C=C/C(=O)OCC(=O)c3ccccc3)cc2)c1	92	14	91	90	101	90	95	2
COc1cccc(CC(=O)OCC(=O)NC2(C#N)CCCCC2)c1	115	13	109	101	98	100	102	5
